# CHRM1 agonist – human M1 muscarinic receptor agonism; P11229; CHO-K1 hM1, Fluo-8 calcium fluorescence, agonist mode; 0% DMSO, 100% acetylcholine EC100; activation, % at 3 µM; 360,000 tested, 0.33% active; AID 588814;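 active = activation above the run's mean compound activation plus 3 SD, cut at about 16% in these data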;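 also: peak over basal fluorescence ratio within a 140 s kinetic read after compound addition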
# Target sequence (P11229 whole entry, looked up): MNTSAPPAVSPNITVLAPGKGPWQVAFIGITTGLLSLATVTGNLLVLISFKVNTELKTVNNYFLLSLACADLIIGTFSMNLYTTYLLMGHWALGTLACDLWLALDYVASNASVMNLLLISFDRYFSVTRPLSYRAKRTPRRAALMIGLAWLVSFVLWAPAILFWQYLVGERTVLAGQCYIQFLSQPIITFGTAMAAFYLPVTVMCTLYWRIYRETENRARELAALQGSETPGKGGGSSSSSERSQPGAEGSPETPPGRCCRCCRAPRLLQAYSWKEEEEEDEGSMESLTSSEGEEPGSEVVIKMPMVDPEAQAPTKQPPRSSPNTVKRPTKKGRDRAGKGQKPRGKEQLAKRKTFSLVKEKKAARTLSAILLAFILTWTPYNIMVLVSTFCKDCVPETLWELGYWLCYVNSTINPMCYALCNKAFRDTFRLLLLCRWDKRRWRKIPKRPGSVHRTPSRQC
# TAAR1 agonist – agonists of human TAAR1; AID 624467; CHO RD-HGA16 TAAR1, Fluo-8 calcium fluorescence; vehicle wells 0%, saturating PEA agonist 100%; Q96RJ0; 360,000 tested, 0.99% active; activation, % at 3 µM;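 active = activation above the mean activation of all test compounds in the run plus 3 SD, cut at about 38% in these data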
# Target sequence (Q96RJ0 whole entry, looked up): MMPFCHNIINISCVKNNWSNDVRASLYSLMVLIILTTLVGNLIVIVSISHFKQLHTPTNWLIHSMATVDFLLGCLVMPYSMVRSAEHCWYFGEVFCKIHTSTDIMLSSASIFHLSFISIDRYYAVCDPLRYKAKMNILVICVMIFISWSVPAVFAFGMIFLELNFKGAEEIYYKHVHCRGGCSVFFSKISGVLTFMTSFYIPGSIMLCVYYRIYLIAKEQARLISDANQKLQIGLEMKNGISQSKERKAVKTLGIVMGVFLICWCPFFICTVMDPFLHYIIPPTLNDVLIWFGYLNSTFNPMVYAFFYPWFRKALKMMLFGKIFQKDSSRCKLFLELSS
#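 Test system: RD-HGA16 (CHO) cells co-expressing Gα16 and hTAAR1 | Doses: Single dose, 3 µM | Schedule: 17-24 h seeding, 75 min 37 °C dye, 30 min RT | Evaluation: % activation from peak over basal fluorescence ratio, DMSO-to-PEA scaled | Technique: Kinetic Fluo-8 calcium fluorescence | Benchmarks: Low control DMSO, high control PEA (EC100)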
# CHO parental Ca – counter-screen for OX1R antagonists: effect in parental CHO cells; AID 463079; inhibition, % at 5.6 µM; 330,000 tested, 0.63% active; parental CHO-K1, ATP-induced calcium, Fluo-8 fluorescence;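 active = inhibition above that plate's mean sample inhibition plus 3 SD, cut at about 26% in these data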;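 also: 0% = ATP-challenged DMSO wells and 100% = DMSO wells without ATP; some compounds past the cut are filed as inactive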
#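 Material: parental CHO cells / Compound: single nominal dose of 5.6 µM per compound / Signal: Fluo-8 fluorescence / Replicates: singlicate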
# M1 antag – antagonists of human M1 muscarinic receptor; P11229; CHO-K1 hM1, Fluo-8 calcium fluorescence, ACh EC80 antagonist; inhibition, % at 3 µM; 360,000 tested, 1.3% active; AID 588852;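 active = percent inhibition above its own plate's cutoff, namely the mean of that plate's compound wells plus 3 SD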;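 also: peak over basal fluorescence ratio during 140 s after agonist addition; 0% = ACh EC80 plus DMSO and 100% = DMSO alone without agonist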
# CHRM1 PAM – human CHRM1 positive allosteric modulation; P11229; CHO-K1 hM1, Fluo-8 calcium fluorescence, ACh EC20; 0% = ACh EC20, 100% = maximal ACh; activation, % at 3 µM; 360,000 tested, 0.088% active; AID 588819; in the data active = activation above about 19%, passing the limit was not always enough
# M1 ag parental – nonselective activator or artifact in parental CHO-K1 cells; Fluo-8 calcium fluorescence; scaled to maximal ATP response, vehicle zero; activation, % at 3 µM; 360,000 tested, 0.48% active; AID 602248; in the data active = activation above about 15%;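 also: untransfected CHO-K1 host cells lacking M1 receptor as counterscreen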
# CHO-K1 Ca antag – M1 antagonist counterscreen hit in parental CHO-K1 cells. ATP-induced calcium, Fluo-8 fluorescence. inhibition, % at 3 µM. 360,000 tested, 0.6% active. AID 602250;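 active = inhibition above a per-plate cutoff, the plate's mean sample inhibition plus 3 SD, cut at about 24% in these data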;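 also: 0% = DMSO plus EC80 ATP and 100% = DMSO alone without ATP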
# M1 PAM parental – M1 PAM counterscreen hit in parental CHO-K1 cells | ATP EC20, Fluo-8 calcium fluorescence; 0% at ATP EC20, 100% at ATP max | 360,000 tested, 0.02% active | activation, % at 3 µM;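 active = activation above the run cutoff, the mean activation of all test compounds plus 3 SD, cut at about 40% in these data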;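 also: peak over basal fluorescence ratio in a 140 s read after ATP addition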
# TAAR1 antagonist – antagonists of human TAAR1; inhibition, % at 3 µM; Q96RJ0; CHO RD-HGA16 TAAR1, Fluo-8 calcium fluorescence, antagonist; 360,000 tested, 1.5% active; AID 624466;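 active = inhibition above a per-plate cutoff, the mean inhibition of test compounds on that plate plus 3 SD, cut at about 49% in these data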;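 also: 0% = DMSO plus EC80 beta-PEA response and 100% = DMSO alone without agonist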
#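 System: RD-HGA16 CHO cells with stable hTAAR1 and Gα16 | Probe or stimulus: EC80 β-phenethylamine stimulus | Dosing: 3 µM, single point | Times: Dye loading 75 min at 37 °C, then 30 min room temperature | Measured by: Fluo-8 calcium-sensitive fluorescence | Read-out basis: % inhibition of agonist calcium response | Replicates: n of 1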
# Numbers without * were called inactive; . = not tested or not shown. No enrichment for hits; 4.4% or so of the library scored in one or more.
SMILES,CHRM1 agonist,TAAR1 agonist,CHO parental Ca,M1 antag,CHRM1 PAM,M1 ag parental,CHO-K1 Ca antag,M1 PAM parental,TAAR1 antagonist
CCCCn1nc(C(=O)NNC(=O)c2ccncc2)c2ccccc2c1=O,-2,.,3,0,2,0.3,-3,28,.
CCN(CC)CCCNC(=O)C(C)Sc1nc(-c2ccccc2)cc(C(F)(F)F)n1 (stereo not drawn),-4,0,-16,-18,10,0.3,-11,5,-7
CCN(CC)CC(=O)N1c2ccccc2CCc2ccc(NC(=O)c3cc(OC)c(OC)c(OC)c3)cc21,-9,0,-14,15,-12,0.4,-14,20,14
CC(=O)/C(=N\Nc1ccccc1)Sc1nncn1C,-6,3,4,5,5,0.2,-4,10,-3
O=C(COC(=O)c1ccc[nH]c1=O)c1ccc(Cl)s1,2,3,-1,4,2,-0.1,-13,3,-13
CCOC(=O)c1c(OCC)[nH]c2ccc(O)cc12,-3,1,-1,-3,6,-0.2,4,17,-2
CC1(c2ccc3ccccc3c2)CCC(=O)O1 (stereo not drawn),-6,1,.,-18,9,-0.1,-2,9,-9
CCOC(=O)C1(Cc2ccccc2C#N)CCCCC1=O (stereo not drawn),-3,1,.,-9,-1,-0.2,-13,16,1
Cc1cccc(C)c1Nc1ncnc2ccccc12,-6,4,-10,-16,9,1.7,-14,16,-21
COc1ccc(C(=O)NC(=S)N(CCC(C)C)c2c(N)n(Cc3ccccc3)c(=O)[nH]c2=O)cc1,-6,0,-34,-3,6,0.0,1,11,8
COc1ccccc1C(=O)OCC(=O)NC(=O)NC1CCCCC1,1,2,.,-13,13,1.7,-13,11,-25
COc1ccc(Oc2ccc(/C=C/C(=O)c3cccc(OC)c3)cc2[N+](=O)[O-])cc1,-5,0,-12,-10,4,0.1,-8,25,9
O=C(COc1ccc(Cl)cc1Cl)N/N=C/CCc1ccccc1,1,0,-9,-17,-1,1.2,13,-8,-26
Cc1cc(C)n(Cc2cnc(N3CCOCC3)s2)n1,-6,1,-7,-3,4,0.7,-9,-8,-10
Cc1ccccc1-n1c(=O)cc(NCc2ccc3c(c2)OCO3)[nH]c1=O,6,5,2,-19,14,1.2,-39,12,8
Cc1ccc(S(=O)(=O)N2CCN(C(=O)COC(=O)c3ncc(Cl)c(Cl)c3Cl)CC2)c(C)c1,-6,7,.,25,-11,2.2,-4,10,31
CC(c1nc2ccccc2n1Cc1ccccc1)N1CCCCC1 (stereo not drawn),-11,-3,-19,-2,-4,-0.8,-7,9,-6
Cc1c([N+](=O)[O-])c(C(=O)NC2CCCCC2)nn1C,-2,0,-5,-2,6,0.4,-9,9,-3
N#Cc1ccccc1S(=O)(=O)N1CCN(C(=O)C2CCC2)CC1,-5,0,-1,-6,7,1.7,-5,12,4
O=C(NCc1ccccc1Cl)C1CCN(S(=O)(=O)N2CCC3(CC2)OCCO3)CC1,-4,0,-12,-9,6,1.0,-22,17,-14
COc1cccc(/C=C(\C#N)c2nc3ccccc3[nH]2)c1OCC(=O)O,0,1,0,-23,20,0.1,2,9,-6
CCCNC(=O)[C@H](C)NC(=O)c1ccc(Br)cc1,-4,2,-22,-14,13,0.3,-10,16,-11
O=C(NC(=S)NCCO)c1sc2ccccc2c1Cl,-4,0,-7,-8,4,0.9,-11,11,-17
CCN(CC)S(=O)(=O)c1ccc(C(=O)NCC(c2ccc(OC)cc2)N2CCOCC2)cc1 (stereo not drawn),-5,1,-10,-4,11,0.5,-9,8,-4
O=C(CN1CCc2cc3c(cc2C1)OCCCO3)Nc1ccccc1,-14,1,-20,-21,7,-0.3,-7,13,-11
O=C1C2C3C=CC(CC3)C2C(=O)N1c1cccc(Br)c1 (stereo not drawn),-3,-1,-3,-18,5,1.0,-16,22,-8
COc1ccc(NC(=S)N(Cc2ccc(C)cc2)Cc2ccccn2)cc1,-5,-1,0,-5,6,-0.1,6,-5,-30
Nc1ncnc(Nc2ccccc2Cl)n1,-4,3,-7,-8,5,1.6,0,15,-16
O=C(CN1CCN(Cc2ccccc2Cl)CC1)N/N=C/C=C/c1ccccc1[N+](=O)[O-],-7,9,-13,16,-9,1.0,27*,-12,6
COc1ccc(C(CCNCc2ccc(N(C)C)cc2)C(C)C)cc1 (stereo not drawn),-1,10,-9,39*,-16,7.0,28*,-28,1
C=CCN1C2=NCCCN2c2ccccc21,-4,3,3,9,0,0.5,-19,11,-19
CCSc1nnc(NC(=O)C(NC(=O)c2ccc(Cl)cc2)C(C)C)s1 (stereo not drawn),-8,-2,-20,-6,0,0.8,-1,11,4
C[n+]1ccccc1/C=C/c1ccccc1Cl,-9,0,.,23,-11,-0.6,19,17,-3
CC(=O)c1ccc(NC2OC(CO)C(O)C(O)C2O)cc1 (stereo not drawn),-3,2,-2,-12,15,0.7,-21,22,-4
O=C1CN(C(=O)CN2C(=O)NC(c3ccccc3)(c3ccccc3)C2=O)c2ccccc2N1,-1,2,-16,1,3,0.3,-2,17,3
CC(NC(=O)c1ccc(N(C)C)cc1)C1CC2CCC1C2 (stereo not drawn),-4,17,.,-27,4,0.6,-5,23,-5
CC(C)C[C@H](NC(=O)N1CCN(c2ccccc2)CC1)C(=O)O,-3,7,-2,-9,-5,0.2,-17,13,-15
Cc1ccc(-n2cc(CN(C)Cc3nccn3C)c(-c3cccc(C)c3)n2)cc1,-14,5,-36,-5,13,1.1,-13,33,-23
Cc1ccc(S(=O)(=O)N2CCOCC2)cc1C(=O)NC1CCCC1,-1,1,-12,-14,17,1.0,-12,11,11
CC(C)CC(=O)Nc1nnc(SCC(=O)NCc2ccco2)s1,-1,1,-9,13,-2,0.2,10,8,-1

# Copied from the list.
# Nc1ncnc(Nc2ccccc2Cl)n1 in CHRM1 PAM shows 5
# COc1ccc(C(CCNCc2ccc(N(C)C)cc2)C(C)C)cc1 (stereo not drawn) in TAAR1 agonist shows 10

# Going on with the list.
SMILES,CHRM1 agonist,TAAR1 agonist,CHO parental Ca,M1 antag,CHRM1 PAM,M1 ag parental,CHO-K1 Ca antag,M1 PAM parental,TAAR1 antagonist
CCN(CC(=O)Nc1cccc(OC)c1)C(=O)c1ccncc1,-4,0,-3,6,-3,1.3,-13,17,-18
CC1=C(C(=O)OCC2CCCCC2)C(c2ccccc2F)NC(=O)N1 (stereo not drawn),1,-1,-16,-13,12,0.3,-13,15,-5
O=C(c1ccco1)N1CCN(S(=O)(=O)/C=C/c2ccccc2)CC1,-3,-1,-10,-7,4,0.7,-8,3,1
COc1cnn(-c2cccc(Cl)c2)c(=O)c1Cl,0,0,-2,4,13,0.2,-10,18,-15
COCc1cccc(-c2csc(C(C)(O)c3ccccc3)n2)c1 (stereo not drawn),-3,-1,.,6,-7,1.7,-5,-6,2
COc1ccc(OC)c(C(c2nnnn2CC2CCCO2)N2CCN(C3CCCC3)CC2)c1 (stereo not drawn),-3,11,-34,-29,8,0.1,2,9,-7
COc1ccc(N2CC(C(=O)N[C@@H](CC(C)C)C(=O)NC3CCCC3)CC2=O)cc1 (stereo partly drawn),-3,1,-16,-14,8,0.1,-13,22,-18
O=C(CNC(=O)c1ccccc1)OCc1cccc(Br)c1,-7,0,5,5,-2,0.1,10,-1,-5
Cc1cccc(N2C(=O)CC(N3CCN(Cc4ccc5c(c4)OCO5)CC3)C2=O)c1 (stereo not drawn),-6,7,-9,35*,-13,-0.3,20,-5,-3
O=S(=O)(NCCc1ccc(Cl)cc1)c1cccs1,-3,0,7,-6,-6,0.1,2,-10,7
Cc1cccc(C(=O)NNC(=O)C23CC4CC(CC(C4)C2)C3)c1O,-4,-1,4,8,-4,0.8,-5,-3,-4
N#Cc1nc(-c2cccc3ccccc23)oc1NCCN1CCOCC1,-1,.,-2,1,3,1.1,8,-1,.
COc1ccccc1-[n+]1c(C)cc(/C=C2\Sc3ccccc3N2C)cc1C,36*,22,69*,83*,-24,34*,52*,-7,30
Cc1c(NC(=S)NCc2ccc(F)cc2)cccc1[N+](=O)[O-],1,11,-7,2,-11,14,4,10,22
O=C(CNS(=O)(=O)c1ccccc1)Nc1ccc(F)cc1F,-3,3,-4,-7,7,-0.2,17,16,-10
CC(=O)N1CCc2cc(Br)cc(S(=O)(=O)N3CCC(C(=O)O)CC3)c21,-2,3,6,-4,1,1.2,-16,2,-28
CC(C)CCNC(=O)c1ccc2c(c1)ncn2C1CCCC1,-1,0,-12,-6,5,0.2,11,-3,-17
Cc1ccc(NS(=O)(=O)c2cccc(C(=O)N3CCCC(C)C3)c2)cc1 (stereo not drawn),1,1,-13,-3,6,0.6,-7,-3,-1
Cc1nn(-c2ccccc2)c(C)c1C(=O)OCC(=O)N(C)C1CCS(=O)(=O)C1 (stereo not drawn),-11,3,-6,-4,6,0.1,2,2,-12
CC(Sc1nc2ccccc2o1)C(=O)O (stereo not drawn),-4,0,8,3,1,1.1,-7,19,7
OC(CNCc1ccccc1)(c1ccccc1)c1ccccc1,-5,-2,-26,-1,3,15*,-17,20,3
COC(=O)C1=C(C)N(C)C(=S)NC1c1c(OC)ccc2ccccc12 (stereo not drawn),-5,0,-13,-6,8,1.8,-10,17,-5
COCCNS(=O)(=O)c1ccc(OCC(=O)OC)c(Cl)c1,-1,0,1,3,5,0.5,3,4,-6
O=c1[nH]c(CSc2nnc3ccccn23)nc2ccccc12,-6,1,-10,-5,10,0.5,3,-3,-21
Cc1ccc(NC(=O)N2C(=O)C3(OCCO3)c3ccccc32)cc1,-1,5,-9,-38,2,1.7,-3,21,-10
O=C(CSc1ccc(-c2ccc(F)cc2)nn1)NCc1ccco1,-3,6,-14,-15,6,-0.4,-8,3,-5
C=CCNC(=O)/C(C#N)=C/c1ccc(C)o1,-4,2,-10,0,3,-0.2,-15,7,10
O=C(CNC(=O)c1cccs1)c1ccc([N+](=O)[O-])cc1,-4,0,-8,-3,-1,0.3,0,3,-5
N#Cc1c2c(c(-c3ccccc3)[nH]c1=O)CCCC2,-5,7,.,-10,6,0.6,-2,0,0
O=C(NCc1ccco1)C1CCN(Cc2ccc(F)cc2)CC1,-5,4,-13,1,-4,0.8,0,3,-2
Cc1cc(C)c(S(=O)(=O)Cc2ccc(Cl)cc2)c(=O)[nH]1,-3,7,-11,5,2,-0.6,5,18,14
COc1ccc(CCNC(=O)C(=O)NCC2OCCN2S(=O)(=O)c2ccc(Cl)cc2)cc1OC (stereo not drawn),1,5,-6,2,-8,8.1,-7,20,6

# Part of the list above in another layout:
C=CCNC(=O)/C(C#N)=C/c1ccc(C)o1
  CHRM1 agonist: -4
  TAAR1 agonist: 2
  CHO parental Ca: -10
  M1 antag: 0
  CHRM1 PAM: 3
  M1 ag parental: -0.2
  CHO-K1 Ca antag: -15
  M1 PAM parental: 7
  TAAR1 antagonist: 10
O=C(CNC(=O)c1cccs1)c1ccc([N+](=O)[O-])cc1
  CHRM1 agonist: -4
  TAAR1 agonist: 0
  CHO parental Ca: -8
  M1 antag: -3
  CHRM1 PAM: -1
  M1 ag parental: 0.3
  CHO-K1 Ca antag: 0
  M1 PAM parental: 3
  TAAR1 antagonist: -5

# Source: PubChem BioAssay
